# CHRM4 agonist: CHRM4 agonism in calcium assay. P08173. CHO-K1 hM4/Gqi5, Fluo-8 calcium fluorescence; vehicle 0%, full acetylcholine response 100%. activation, % at 3 µM. 360,000 compounds, 0.14% hits;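 active means activation above the run mean over all test wells plus 3 SD, cut at about 32% in these data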;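 further: peak over basal fluorescence ratio per well then scaled between controls; 0% = DMSO wells and 100% = acetylcholine at EC100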
# CHRM5 agonist: agonists of human muscarinic M5 receptor (CHRM5) | P08912 | CHO-K1 hM5 cells, Fluo-8 calcium fluorescence; 0% DMSO wells, 100% maximal acetylcholine response | activation, % at 3 µM | 360,000 compounds, 0.19% hits | AID 624037;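 active means activation above the run's mean over test compounds plus 3 SD, cut at about 23% in these data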;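 further: signal is peak over basal fluorescence ratio across the kinetic read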
# M4 antag: blocks acetylcholine activation of human M4 receptor. P08173. CHO-hM4 cells, ACh EC80, Fluo-8 calcium fluorescence. inhibition, % at 3 µM. 360,000 compounds, 0.73% hits;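 active means inhibition above its plate's cutoff, the mean inhibition of sample wells plus 3 SD, cut at about 27% in these data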;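 further: 0% = acetylcholine EC80 with DMSO and 100% = DMSO without agonist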
# CHRM5 PAM: CHRM5 positive allosteric modulation | AID 624038 | 360,000 compounds, 0.3% hits | P08912 | activation, % at 3 µM | CHO-K1 hM5, Fluo-8 calcium, ACh EC20 PAM; 0% = ACh EC20, 100% = ACh EC100;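 active means activation above the run cutoff, the mean activation of all test compounds plus 3 SD, cut at about 18% in these data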
#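 system = human M5 receptor in CHO-K1 cells | reagent = EC20 acetylcholine as agonist stimulus | compound dosing = single-point, 3 µM nominal | incubation = Fluo-8 loading 80 min at 37 °C plus 30 min room temperature | detection = Fluo-8 calcium dye fluorescence, kinetic read | benchmarks = low control EC20 acetylcholine (0%), high control EC100 acetylcholine (100%)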
# CRFBP-R2 agonist: agonists of human CRF-binding protein/CRF-R2 receptor complex; 350,000 compounds, 0.46% hits; activation, % at 13.2 µM; HEK293 CRF-R2/CRF-BP, calcium dye fluorescence (FLIPR); percent of saturating CRF peptide response;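 active means activation of at least 50%, plus an integration ratio under a set limit after plate pattern correction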;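 further: plate controls were neutral control wells without compound for no effect and CRF at EC100 for full effect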
# CRFBP-R2 block: blocks CRF-induced signaling of the CRF-BP/CRF-R2 complex | HEK293 CRF-R2/CRF-BP, CRF-induced calcium fluorescence | inhibition, % at 11.8 µM | 350,000 compounds, 0.59% hits;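 active means inhibition of the ligand-induced calcium signal above about 50% at the single tested concentration, limit read from the data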
# M5 antag: antagonists of human muscarinic M5 receptor (CHRM5). 360,000 compounds, 0.59% hits. CHO-hM5 cells, Fluo-8 calcium fluorescence, ACh EC80. P08912. inhibition, % at 3 µM. AID 624040;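 active means inhibition above a per-plate cutoff, the mean of that plate's test compounds plus 3 SD, cut at about 27% in these data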;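 further: 0% = acetylcholine EC80 with DMSO and 100% = DMSO without agonist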
# M4 PAM: positive allosteric modulators of human muscarinic M4 receptor; CHO-K1 hM4/Gqi5, Fluo-8 calcium fluorescence, ACh EC20; 0% = ACh EC20, 100% = maximal ACh; P08173; activation, % at 3 µM; 360,000 compounds, 0.4% hits;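 active means activation above its plate's cutoff, the mean activation of sample wells plus 3 SD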; further: some results filed as inactive read as strong as hits
# IDE cell inh: inhibits human insulin-degrading enzyme in HEK cells | inhibition, % at 5.59 µM | AID 434962 | 320,000 compounds, 0.41% hits | FAbetaB cleavage, fluorescence polarization;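 active means percent inhibition above the average of all tested compounds plus 3 SD, set per screening campaign, cut at about 16% in these data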;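 further: IDE supplied by intact live HEK cells; FP after avidin binding of uncleaved biotin substrate so inhibition keeps polarization high; 0% = DMSO wells and 100% = 60 µM reference IDE inhibitor Ii1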
# Target sequence (P14735 whole entry, looked up): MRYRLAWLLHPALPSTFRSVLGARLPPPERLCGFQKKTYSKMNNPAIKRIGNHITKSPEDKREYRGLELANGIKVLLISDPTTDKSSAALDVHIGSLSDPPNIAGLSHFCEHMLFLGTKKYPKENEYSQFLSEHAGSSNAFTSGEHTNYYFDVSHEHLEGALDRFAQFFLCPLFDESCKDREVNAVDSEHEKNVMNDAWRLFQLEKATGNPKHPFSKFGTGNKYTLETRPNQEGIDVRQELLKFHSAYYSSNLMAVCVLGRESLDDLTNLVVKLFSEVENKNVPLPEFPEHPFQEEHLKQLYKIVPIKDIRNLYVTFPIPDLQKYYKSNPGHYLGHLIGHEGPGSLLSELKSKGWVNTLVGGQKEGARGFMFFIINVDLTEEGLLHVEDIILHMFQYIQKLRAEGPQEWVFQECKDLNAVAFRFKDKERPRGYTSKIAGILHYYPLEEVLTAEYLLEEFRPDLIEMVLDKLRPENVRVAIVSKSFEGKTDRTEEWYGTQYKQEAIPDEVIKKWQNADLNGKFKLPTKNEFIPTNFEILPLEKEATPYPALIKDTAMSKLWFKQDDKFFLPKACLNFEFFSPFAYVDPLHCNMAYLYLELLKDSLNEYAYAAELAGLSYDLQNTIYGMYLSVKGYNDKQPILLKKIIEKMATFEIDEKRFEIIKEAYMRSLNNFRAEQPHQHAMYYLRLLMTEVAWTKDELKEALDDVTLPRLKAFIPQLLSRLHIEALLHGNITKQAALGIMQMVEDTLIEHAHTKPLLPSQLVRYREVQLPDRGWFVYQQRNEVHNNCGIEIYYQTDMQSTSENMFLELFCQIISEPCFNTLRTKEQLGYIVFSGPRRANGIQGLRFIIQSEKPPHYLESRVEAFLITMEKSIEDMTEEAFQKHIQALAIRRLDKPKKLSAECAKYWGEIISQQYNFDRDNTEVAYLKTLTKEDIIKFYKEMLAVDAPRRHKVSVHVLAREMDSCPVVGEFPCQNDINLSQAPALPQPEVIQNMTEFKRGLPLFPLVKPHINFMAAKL
# The depositor's hits bear a star; . = no result given.
# Value order – CHRM4 agonist	CHRM5 agonist	M4 antag	CHRM5 PAM	CRFBP-R2 agonist	CRFBP-R2 block	M5 antag	M4 PAM	IDE cell inh
CC(C)(C)c1ccc(Cn2c(=O)cnc3ccccc32)cc1
  2	-6	7	-4	-0.9	10	-2	-17	4
CSc1ccc(CN(C)C(=O)c2cc(S(=O)(=O)NCc3ccccc3)ccc2C)cc1
  17	1	6	-15	3.2	-5	8	-7	3
Nc1ccc2c3c(cccc13)-c1ccccc1-2
  31	205*	31*	-31	197*	-216	63*	-6	.
CCCCNC(=O)C1C(c2ccc(C(F)(F)F)cc2)=Nc2ccccc2N1C(=O)C1CCN(C(C)=O)CC1 (stereo unspecified)
  5	3	-2	7	.	.	0	3	.
Fc1ccc(CN2CCN(C(c3ccccc3)c3ccccc3)CC2)cc1
  -3	-19	13	-25	-1.6	-16	22	-15	-7
CCOC(=O)c1ccc(-c2n[nH]c(=O)c3ccccc23)cc1
  1	3	0	1	0.6	-7	-5	6	-3
COc1ccccc1N1CCN(c2ccc3ccccc3n2)CC1
  6	0	-3	3	-1.2	0	-1	-5	3
COc1ccccc1C(=O)Nn1cnc2ccccc2c1=O
  1	0	0	5	-1.3	-1	7	-2	-2
CC(=O)NC(c1cccc(F)c1)c1nc(-c2ccc(C)c(C)c2)cs1 (stereo unspecified)
  1	-1	-10	1	.	.	1	2	.
Cc1ccc(NC(=O)Nc2ccc([N+](=O)[O-])cc2)nc1
  2	1	-1	-6	0.8	-20	11	6	1
C/C=C(/C)C(=O)O[C@H]1[C@@H](O)c2c(ccc3ccc(=O)oc23)OC1(C)C
  2	-1	-7	-4	-1.0	0	4	3	-2
O=S1(=O)CCN(C2CCCC2)CC1
  0	1	-2	-1	17	47	6	-4	.
CC1=C2CCCC[C@@]23C2C(=O)N(C)C(=O)[C@@H]2ON3OC1 (stereo partly specified)
  2	2	-4	6	.	.	-9	15	.
CC(C)(C)NC(=O)COC(=O)c1ccccc1Oc1ccccc1
  2	3	-4	2	0.9	11	4	8	3
CSc1nncc(=O)[nH]1
  1	1	6	0	9.5	29	2	2	3
COc1ccccc1OCc1nnc(SCC(=O)N2CCCCC2)o1
  1	-2	1	4	-0.7	-10	4	-1	.
COc1ccc(-n2c(-c3ccc(Cl)cc3)c[n+]3c2CCCCC3)cc1
  1	-15	7	5	-3.0	0	-5	-5	5
C=CCn1c2ccccc2c(=O)c2cc(C#Cc3ccccn3)ccc21
  6	-3	-5	-7	1.9	-5	9	-8	0
Cc1ccc(CN(C(=O)Cn2nnc3ccccc32)C(C(=O)NCc2ccco2)c2cccs2)cc1 (stereo unspecified)
  8	-4	-20	-10	0.4	-14	-1	-9	-7
O=C(CCc1ccccc1)NC1CCSC1=O (stereo unspecified)
  0	0	7	5	-1.2	11	-7	0	-8
CCN(CC)C(=O)CSc1ncnc2c1cnn2Cc1ccccc1
  2	-4	-5	-3	-0.5	3	7	9	-2
CCOc1[nH]n(-c2ccc(Cl)cc2)c(=O)c1C=NCC(=O)OC
  1	-1	1	-1	-0.1	20	6	7	0
O=C1C=C(c2ccc(-c3ccccc3)cc2)C[C@@H](c2ccc3c(c2)OCO3)C1
  1	-1	-22	-1	2.0	-2	17	4	1
O=C(COC(=O)/C=C/c1ccccc1)NC1CCCC1
  2	-1	-1	-2	1.4	1	11	12	1
Cc1cc(-c2ccc(Br)cc2)n2nc(C)cc2n1
  -2	-4	-4	3	1.1	9	2	10	.
Cn1c2c(c(=O)n(C)c1=O)C(c1ccccc1F)C(C#N)=C(N)O2 (stereo unspecified)
  1	2	-6	13	0.4	-12	-30	3	-3
CN(C1CCCCC1)S(=O)(=O)c1ccc(NC(=S)NC(=O)c2cccs2)cc1
  -1	0	1	-6	4.4	-9	9	-7	-4
Cc1ccc(NC(=O)CSc2nnc(-c3ccncc3)s2)cc1
  1	-1	9	2	-4.3	14	-4	-3	6
O=C1OC(Cc2ccccc2)(c2ccccc2)c2ccccc21 (stereo unspecified)
  -2	-2	-15	-8	-2.8	18	-4	-5	.
N#CC1=C(N)Oc2cc(N)ccc2C1C1CCCCC1 (stereo unspecified)
  0	2	2	-4	-0.3	1	13	4	8
Cc1cccc(OCC(=O)NNC(=O)Nc2cccc(Cl)c2)c1C
  1	1	-1	7	-1.1	2	-7	-2	-1
Cc1cccc(CC2S/C(=N/N=C/c3ccco3)NC2=O)c1 (stereo unspecified)
  0	0	2	3	-0.7	18	12	-4	-3
COc1ccc(C2Nc3ccccc3C(=O)N2NS(=O)(=O)c2ccc(C)cc2)cc1 (stereo unspecified)
  1	-3	1	-2	-0.7	11	15	-2	-4
CCN(CC)CCOC(=O)c1cccc(Br)c1
  1	-8	12	0	15	13	-3	6	1
CCOC(=O)[C@]12CCC=C1N(Cc1ccccc1)C(=O)[C@H](CC(=O)NCc1ccccc1)C2
  1	-4	-9	0	.	.	-8	4	.
CCOc1cc(C2C3=C(CC(C)(C)CC3=O)N(C)C3=C2C(=O)CC(C)(C)C3)ccc1O
  0	6	0	6	0.8	-13	0	0	2
CC1=CC(=O)O[C@@H]1[C@@]1(C)C[C@H]2OC(=O)C[C@H]3[C@@H](C)C(=O)C(O)=C1[C@@]23CO
  0	3	-11	-6	-0.2	-4	2	5	0
O=C(Nc1c(F)cccc1F)C(c1ccccc1)c1ccccc1
  4	2	-9	-5	-0.3	8	-5	-2	3
CCOc1ccc(NC(=O)CCC(=O)c2ccc(F)cc2)cc1
  2	-1	8	-2	-0.5	-2	9	-3	8
CCOc1ccccc1NC(=O)CSc1nnc2c(CC)c(C)nc(N)n12
  3	1	17	5	-2.5	-10	-7	23	9
CCOC(=O)C(NC(=O)CCl)(Nc1sc(C)c(CC)c1C#N)C(F)(F)F (stereo unspecified)
  1	0	-6	-5	0.0	-18	11	7	4
Cc1cccc(NC(=O)C23CCC(C)(C2Br)C3(C)C)c1 (stereo unspecified)
  -4	-3	10	-4	0.1	-11	-1	-8	-1
CCOC(=O)c1cncc(C(=O)O)c1
  0	-2	-9	-3	-0.9	4	2	9	3
N#Cc1ccccc1Cn1c(=O)n(Cc2ccc(C(=O)NCc3ccco3)cc2)c(=O)c2sccc21
  2	-2	-3	-6	1.2	-12	-1	-2	-4
Cc1cc2c(SCC(=O)N3CCN(c4ccccc4)CC3)ncnc2s1
  2	2	-5	-1	-0.8	36	-7	-1	10
O=C(CSc1ccc2nnc(-c3cccnc3)n2n1)Nc1ccccc1F
  3	-1	-8	-1	0.4	-1	-7	4	.
CCc1nc2ccc(C(=O)Nc3cccc(NS(C)(=O)=O)c3)cn2c1N(CCC(C)C)CCN(C)C
  1	0	-19	-3	.	.	5	2	.
Cc1ccccc1CNC(=O)c1ccccc1N
  2	-1	-11	-1	0.5	55*	2	-2	5
N#Cc1sc2nc3c(cc2c1N)CCCC3
  2	-3	-16	2	1.2	-1	-2	11	4
COc1ccc(OC)c(C2C(C(=O)Nc3ccccc3OC)=C(C)Nc3nc(CCCO)nn32)c1 (stereo unspecified)
  1	2	-19	-5	0.3	4	0	5	-1
Cc1cc(-c2c(C(=O)N3CCOCC3)c(C)nn2-c2ccccc2)no1
  1	7	-2	13	-0.3	7	-13	8	-1
O=C(NC(=S)NCCN1CCOCC1)c1ccccc1Cl
  0	1	-1	14	-1.4	4	-11	12	0
COc1ccc(Cl)cc1Nc1nc2ccc(C)cc2n2cnnc12
  0	-4	6	-3	2.2	-8	12	-2	-1
COC(=O)c1c(C)n(-c2ccc(OC)cc2)c2ccc(O)cc12
  1	-4	-1	-4	-3.1	9	-4	3	4
CC1CCN(S(=O)(=O)c2ccc(NC(=O)CSc3ncccc3C(=O)O)cc2)CC1
  0	0	8	-1	0.6	4	1	6	1
CCOc1ccc(-n2c(SCC(=O)NC(C)CC)nc3n[nH]c(C)c3c2=N)cc1 (stereo unspecified)
  0	-5	-6	-2	-5.5	19	-8	0	2
CCOC(=O)/C(=C\c1cn(C)c2ccccc12)[N+](=O)[O-]
  1	0	1	4	0.0	-10	2	4	-1
O=C(NCC(=O)N(c1ccc2c(c1)OCO2)C(C(=O)NC1CCCC1)c1cccs1)c1ccco1 (stereo unspecified)
  2	-2	-11	1	0.1	-11	-7	2	13
O=C(NC(=S)Nc1ccc(CN2CCOCC2)cc1)c1cccc(F)c1
  6	-3	-7	-4	4.8	-13	4	-2	.
COc1cc(C(=O)NC(CCSC)C(=O)OCC(=O)NC(=O)C2CCCCC2)cc(OC)c1OC (stereo unspecified)
  1	0	5	1	-0.5	-3	8	-1	1

# Next compounds.
# Value order – CHRM4 agonist	CHRM5 agonist	M4 antag	CHRM5 PAM	CRFBP-R2 agonist	CRFBP-R2 block	M5 antag	M4 PAM	IDE cell inh
CCCCNc1c(-c2ccc(OC)c(Sc3ccc(OC)cc3)c2)nc2ccccn12
  17	-3	39*	-31	-1.3	-8	27*	-8	1
COc1ccc([C@H]2C[C@H](O)C[C@@H](CCn3cc(-c4ccccc4)nn3)O2)cc1
  3	3	-2	-6	.	.	2	3	.
O=C(Nc1ccccc1)Nc1nc(-c2ccc(Cl)cc2)cs1
  4	3	10	-4	1.9	-14	6	-9	-3
C[C@@H]1CN([C@@H](C)CO)C(=O)c2cccc(NC(=O)Nc3ccc4c(c3)OCO4)c2O[C@H]1CN(C)S(=O)(=O)c1cn(C)cn1
  15	3	-3	-10	-0.7	1	6	3	-1
Cc1nn(Cc2ccccc2Cl)c(C)c1C(=O)NCCN1C(=O)S/C(=C\c2ccccc2)C1=O
  1	-2	6	0	3.4	-17	4	1	2
O=C(OCn1nnc2ccccc2c1=O)c1cccs1
  2	4	-3	-3	0.3	28	1	3	-1
COc1ccc(N(CC(=O)Nc2cccc([N+](=O)[O-])c2C)S(C)(=O)=O)cc1OC
  1	-1	2	4	-0.6	27	1	-1	-2
Cc1ccc(C(=O)N2CCCCC2C(=O)O)o1 (stereo unspecified)
  1	2	0	-4	0.8	8	4	-5	-6
CCCCC1(CC)SCC(=O)NC1=O (stereo unspecified)
  1	0	-7	6	-0.9	-15	-2	1	.
O=C(c1ccc(S(=O)(=O)N2CCOCC2)cc1)N1CCN(C2=NS(=O)(=O)c3ccccc32)CC1
  2	4	8	12	-2.3	14	-16	-1	-2
CCCc1cc(=O)oc2c(CN3CCCC3)c(O)c(Cl)cc12
  -1	-1	-4	-3	1.2	-7	-1	10	2
O=C(Nc1nc2ccc(S(=O)(=O)N3CCCC3)cc2s1)c1ccco1
  1	0	-20	-4	6.8	7	-6	8	-3
CC(c1ccccn1)N(CCN(C)C)C(=S)Nc1cccc(F)c1 (stereo unspecified)
  -1	1	8	1	-3.0	6	2	2	3
COc1ccccc1C1=NOC(C(=O)N2CCN(C(=O)c3ccco3)CC2)C1 (stereo unspecified)
  1	1	-2	-3	0.9	6	11	0	0

# Single records, from the list above:
# COc1ccc(N(CC(=O)Nc2cccc([N+](=O)[O-])c2C)S(C)(=O)=O)cc1OC reads CHRM4 agonist = 1; CHRM5 agonist = -1; M4 antag = 2; CHRM5 PAM = 4; CRFBP-R2 agonist = -0.6; CRFBP-R2 block = 27; M5 antag = 1; M4 PAM = -1; IDE cell inh = -2
# CCCCC1(CC)SCC(=O)NC1=O (stereo unspecified) reads CHRM4 agonist = 1; CHRM5 agonist = 0; M4 antag = -7; CHRM5 PAM = 6; CRFBP-R2 agonist = -0.9; CRFBP-R2 block = -15; M5 antag = -2; M4 PAM = 1; IDE cell inh = .

# Source: PubChem BioAssay
